ASAP1 GAP inh: blocks human ASAP1-stimulated Arf1 GTP hydrolysis; Q9ULH1; GDP FP detection; inhibition, % at 16.5 µM; 360,000 tested, 0.19% active; AID 624377; in the data active means inhibition above about 25%;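 further: 0% = vehicle with enzyme and substrate and 100% = no enzyme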
Target sequence (Q9ULH1 325-724 limits assumed): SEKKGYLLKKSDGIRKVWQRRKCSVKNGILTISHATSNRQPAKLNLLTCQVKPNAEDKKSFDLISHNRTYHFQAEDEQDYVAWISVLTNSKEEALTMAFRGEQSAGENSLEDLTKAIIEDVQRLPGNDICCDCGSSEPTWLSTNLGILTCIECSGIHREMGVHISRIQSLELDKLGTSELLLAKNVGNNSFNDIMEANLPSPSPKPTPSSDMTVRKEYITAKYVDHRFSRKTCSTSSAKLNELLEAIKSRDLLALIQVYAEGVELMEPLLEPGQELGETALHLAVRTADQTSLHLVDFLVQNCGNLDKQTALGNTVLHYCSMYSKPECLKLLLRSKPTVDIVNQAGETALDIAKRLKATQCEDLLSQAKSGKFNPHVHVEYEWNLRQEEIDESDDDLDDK
DDE Tn6 FP inh: disrupts Tn6 cyclic peptide binding to fibrin D-Dimer-E complex | 370,000 tested, 0.21% active | inhibition, % at 8.3 µM | Fibrin DD(E) TRITC-Tn6 fluorescence polarization displacement | P02675;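 active means inhibition above a per-campaign cutoff: mean of compounds within control limits plus 3 SD, cut at about 15% in these data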;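 further: 0% = median of all compound wells on the plate and 100% = blocking peptide control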
ARFGAP1 inhibitor: inhibitors of rat ARFGAP1; Q62848; Arfgap1-stimulated ARF1 GTP hydrolysis, GDP FP detection; inhibition, % at 16.5 µM; 360,000 tested, 0.26% active;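 active means inhibition above a per-plate limit, mean inhibition of low control wells plus 3 SD, cut at about 25% in these data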;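 further: 0% = DMSO wells with enzyme and 100% = wells lacking Arfgap1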
Target sequence (Q62848 1-136 limits assumed): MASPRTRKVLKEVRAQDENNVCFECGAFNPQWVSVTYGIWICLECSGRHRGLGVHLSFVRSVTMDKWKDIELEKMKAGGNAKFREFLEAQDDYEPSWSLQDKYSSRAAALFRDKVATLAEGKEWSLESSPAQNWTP
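System: truncated rat Arfgap1 GAP domain / Benchmarks: high control wells lacking Arfgap1, low control full reaction with DMSO / Times: compound-enzyme preincubation 20 min, reaction 120 min, detection 60 min, 25 °C / Repeats: one replicate per compound / Also added: human ARF1(Δ1-17)-GTP substrate / Measured by: Tracer-displacement fluorescence polarization with EDTA stop, 620/688 nm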
PLC-beta3 inh: inhibitors of human phospholipase C beta3; Q01970; Purified PLC-beta3, fluorogenic substrate, fluorescence; inhibition, % at 12.2 µM; 370,000 tested, 0.18% active; AID 720704; in the data active means inhibition above about 11%;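 further: 0% = median of compound wells on plate and 100% = full blocker control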
SIAE inh: inhibitors of human sialic acid acetylesterase SIAE | Q9HAT2 | SIAE FP-Rh probe binding, fluorescence polarization | inhibition, % at 9.66 µM | 370,000 tested, 0.69% active | AID 1053197;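 active means inhibition above a cutoff: mean of compounds within the control limits plus 3 SD of those, cut at about 17% in these data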;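 further: 0% = plate median of compound wells and 100% = probe without SIAE protein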
Target sequence (Q9HAT2 whole entry, looked up): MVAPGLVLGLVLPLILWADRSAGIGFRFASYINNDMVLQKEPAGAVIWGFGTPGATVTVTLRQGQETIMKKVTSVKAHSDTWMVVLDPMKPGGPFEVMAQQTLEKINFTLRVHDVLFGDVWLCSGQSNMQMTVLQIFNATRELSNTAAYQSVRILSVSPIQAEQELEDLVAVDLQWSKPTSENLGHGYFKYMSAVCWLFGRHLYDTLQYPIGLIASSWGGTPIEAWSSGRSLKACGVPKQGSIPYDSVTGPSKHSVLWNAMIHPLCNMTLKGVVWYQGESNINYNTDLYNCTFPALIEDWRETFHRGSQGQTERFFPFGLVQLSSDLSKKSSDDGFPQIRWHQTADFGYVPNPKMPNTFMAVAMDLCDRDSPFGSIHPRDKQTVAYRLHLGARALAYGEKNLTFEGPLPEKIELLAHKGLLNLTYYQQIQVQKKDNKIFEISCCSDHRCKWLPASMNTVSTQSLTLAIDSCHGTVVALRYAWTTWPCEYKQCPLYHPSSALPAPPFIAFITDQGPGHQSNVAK
DDE Tn7 FP inh: DD(E)-Tn7 binding inhibition, primary FP screen. P02675. FP displacement of FITC-Tn7 peptide from fibrin DD(E); 0% = median of compound wells per plate. 370,000 tested, 0.13% active. inhibition, % at 8.3 µM. AID 720508;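 active means inhibition above the mean of compounds falling within the control limits plus 3 SD of them, cut at about 14% in these data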;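 further: 0% = plate median of compound wells and 100% = 10 µM Aha-Tn7 peptide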
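Assay system: Fibrin-DD(E) protein isolated from polymerized human fibrin clots; read-out basis: percent inhibition; medium: Tris/NaCl/CaCl2 buffer, pH 7.8; signal: FP measurement; incubation: 10 min plus 3 h, room temperature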
PLC-gamma1 inh: inhibitors of human phospholipase C gamma1; AID 720700; 370,000 tested, 0.84% active; inhibition, % at 12.2 µM; purified PLC-gamma1, fluorogenic substrate, fluorescence; in the data active means inhibition above about 9.5%
ADAM17 inh: ADAM17 inhibition, QFRET primary screen | P78536 | inhibition, % at 6.95 µM | 370,000 tested, 0.83% active | AID 720648 | recombinant ADAM17, EDANS/DABCYL FRET peptide cleavage;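 active means inhibition above the mean of compounds lying between control limits plus 3 SD, set per campaign, cut at about 8.5% in these data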;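 further: 0% = DMSO-only wells as the low control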
TDP2 inh: TDP2 (human) inhibition, absorbance primary screen. O95551. recombinant TDP2, T5PNP hydrolysis, p-nitrophenol absorbance 415 nm. inhibition, % at 12.8 µM. 370,000 tested, 0.34% active. AID 720702;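 active means inhibition above the mean of all tested compounds plus 3 SD, set per campaign, cut at about 25% in these data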;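 further: 0% = DMSO with enzyme and 100% = buffer with substrate but no TDP2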
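Read-out basis: percent inhibition. System: recombinant human TDP2. Buffer or medium: Mg2+-containing Tris-HCl buffer, pH 7.5. Repeats: single replicate. Timing: reaction 2 h, 37 °C. Benchmarks: high control without enzyme, low control DMSO plus TDP2. Probe or stimulus: 5 mM T5PNP. Doses: 12.8 µM only. Measured by: epi absorbance of p-nitrophenol freed from T5PNP by hydrolysis.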
ADAM10 inh: inhibitors of human ADAM10; O14672; recombinant ADAM10, EDANS/DABCYL FRET peptide cleavage, 3 h; inhibition, % at 7 µM; 370,000 tested, 0.62% active; AID 720582;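 active means inhibition above a per-campaign cutoff equal to the mean of compounds falling between control-based bounds plus 3 SD, cut at about 20% in these data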;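 further: 0% = DMSO wells while the 100% control is not disclosed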
Active calls of the source: *; i = inactive; / = no result given.

The first 12 compounds, to show the layout:
SMILES	ASAP1 GAP inh	DDE Tn6 FP inh	ARFGAP1 inhibitor	PLC-beta3 inh	SIAE inh	DDE Tn7 FP inh	PLC-gamma1 inh	ADAM17 inh	TDP2 inh	ADAM10 inh
CC(C)(C)CC(=O)NC(=S)Nc1ccccc1C(F)(F)F	1	9	3	-4	-4	1	1	3	-7	14
CC(C)c1ccc(CCNC(=O)c2cccc(S(=O)(=O)N3CCN(C)CC3)c2)cc1	17	-2	-5	-6	-1	3	1	0	-8	-7
CCN(CC)c1ccc(/C=N/NC(=O)CCC(=O)NCc2ccccc2)c(O)c1	13	-2	1	-43	8	1	-32	-9	-3	-60
Cc1ccc2nc(-c3ccc(NS(=O)(=O)c4ccc(F)c(F)c4)cc3)sc2c1	10	1	15	-333	-52	6	-260	-419	5	i
CN(Cc1ccccc1)C(=O)CCC1CCN(C(=O)CC2=CCCCC2)CC1	3	0	6	-4	-1	-7	0	0	2	0
COc1cc(NC(=O)COC(=O)CSc2ccc3ccccc3c2)c(C)cc1[N+](=O)[O-]	-12	4	-10	-2	-5	2	-1	4	-2	7
Cc1ccc(NC(=O)CCCc2ccccc2)c([N+](=O)[O-])c1	3	-4	1	-1	-11	-4	2	-6	-12	-1
CCOC(=O)c1sc(NC(=O)COc2ncnc3ccccc23)c(C(=O)OCC)c1C	5	8	-4	0	-7	0	-1	2	-6	0
CCCC(=O)NCc1cc(-c2nn(C)c(=O)c3ccccc23)ccc1C	11	-1	4	-1	-1	1	-4	-2	3	-6
CC(C)CCCN1C(Nc2ccccc2)=NC[C@@H]1CC(C)C	5	6	-4	3	2	-1	0	-3	-4	-4
Cc1ccc(C(=O)OCC(=O)N(CC(C)C)c2c(N)n(Cc3ccccc3)c(=O)[nH]c2=O)s1	-1	1	7	-6	0	-6	1	2	-6	-11
CCN1CCCc2cc(CN(CCN3CCOCC3)C(=S)Nc3cccc(Cl)c3)ccc21	4	5	-3	-22	15	-4	-8	-3	20	-9

The listing (from the top)
SMILES	ASAP1 GAP inh	DDE Tn6 FP inh	ARFGAP1 inhibitor	PLC-beta3 inh	SIAE inh	DDE Tn7 FP inh	PLC-gamma1 inh	ADAM17 inh	TDP2 inh	ADAM10 inh
CC(C)(C)CC(=O)NC(=S)Nc1ccccc1C(F)(F)F	1	9	3	-4	-4	1	1	3	-7	14
CC(C)c1ccc(CCNC(=O)c2cccc(S(=O)(=O)N3CCN(C)CC3)c2)cc1	17	-2	-5	-6	-1	3	1	0	-8	-7
CCN(CC)c1ccc(/C=N/NC(=O)CCC(=O)NCc2ccccc2)c(O)c1	13	-2	1	-43	8	1	-32	-9	-3	-60
Cc1ccc2nc(-c3ccc(NS(=O)(=O)c4ccc(F)c(F)c4)cc3)sc2c1	10	1	15	-333	-52	6	-260	-419	5	i
CN(Cc1ccccc1)C(=O)CCC1CCN(C(=O)CC2=CCCCC2)CC1	3	0	6	-4	-1	-7	0	0	2	0
COc1cc(NC(=O)COC(=O)CSc2ccc3ccccc3c2)c(C)cc1[N+](=O)[O-]	-12	4	-10	-2	-5	2	-1	4	-2	7
Cc1ccc(NC(=O)CCCc2ccccc2)c([N+](=O)[O-])c1	3	-4	1	-1	-11	-4	2	-6	-12	-1
CCOC(=O)c1sc(NC(=O)COc2ncnc3ccccc23)c(C(=O)OCC)c1C	5	8	-4	0	-7	0	-1	2	-6	0
CCCC(=O)NCc1cc(-c2nn(C)c(=O)c3ccccc23)ccc1C	11	-1	4	-1	-1	1	-4	-2	3	-6
CC(C)CCCN1C(Nc2ccccc2)=NC[C@@H]1CC(C)C	5	6	-4	3	2	-1	0	-3	-4	-4
Cc1ccc(C(=O)OCC(=O)N(CC(C)C)c2c(N)n(Cc3ccccc3)c(=O)[nH]c2=O)s1	-1	1	7	-6	0	-6	1	2	-6	-11
CCN1CCCc2cc(CN(CCN3CCOCC3)C(=S)Nc3cccc(Cl)c3)ccc21	4	5	-3	-22	15	-4	-8	-3	20	-9
Cc1cccc(C)c1NC(=O)CN(C)CC(=O)N1CC(=O)Nc2ccccc21	4	-1	7	4	4	-10	3	-4	-8	2
COc1cc(S(=O)(=O)NCc2ccccc2)ccc1Br	5	7	5	0	1	7	-4	3	0	1
O=C(CCc1ccccc1)N1CCCC(Nc2ccc(F)cc2)C1 (stereo not drawn)	-10	6	-8	1	-8	0	11*	-3	-7	9
Cc1cc(C)c2[nH]c(O)c(N=NC(=S)NCC3CCCO3)c2c1 (stereo not drawn)	7	2	5	4	6	-1	5	0	-11	-6
CN1CCN(c2ccccc2NC(=O)c2ccccc2F)CC1	17	-10	-4	-5	-7	4	2	-4	-18	-2
C=CCN1C(=O)[C@@H](CC(=O)N2CCCCC2)[C@]2(C(=O)OCC)CCCCC/C=C/12	/	-1	/	0	0	1	2	-1	0	2
COc1ccc(CC(NC(C)=O)C(=O)NC2CCN(c3c(Cc4ccccc4)c(C)nc4ncnn34)CC2)c(OC)c1 (stereo not drawn)	-12	-3	6	-2	-1	14*	0	-2	9	-6
Cc1cc(C)c(NC(=O)CNC(=O)[C@@H]2CCCN2C(=O)c2cccs2)c(C)c1	-19	4	5	-3	5	2	0	-10	-7	-10

Part of the list above, with values ahead of the structure:
ASAP1 GAP inh	DDE Tn6 FP inh	ARFGAP1 inhibitor	PLC-beta3 inh	SIAE inh	DDE Tn7 FP inh	PLC-gamma1 inh	ADAM17 inh	TDP2 inh	ADAM10 inh	mol
-1	1	7	-6	0	-6	1	2	-6	-11	Cc1ccc(C(=O)OCC(=O)N(CC(C)C)c2c(N)n(Cc3ccccc3)c(=O)[nH]c2=O)s1
-19	4	5	-3	5	2	0	-10	-7	-10	Cc1cc(C)c(NC(=O)CNC(=O)[C@@H]2CCCN2C(=O)c2cccs2)c(C)c1

New compounds follow
SMILES	ASAP1 GAP inh	DDE Tn6 FP inh	ARFGAP1 inhibitor	PLC-beta3 inh	SIAE inh	DDE Tn7 FP inh	PLC-gamma1 inh	ADAM17 inh	TDP2 inh	ADAM10 inh
Cc1ccc(C23OC(=O)C(C)(C)C2OC(=O)C3(C)C)cc1 (stereo not drawn)	9	-4	-3	5	2	4	4	-1	-2	8
CCCC1=[N+](CC(=O)c2ccccc2)CCn2c(C)ccc21	-6	6	-6	-105	4	5	-92	-29	4	-94
CC1(C)Cc2ccccc2C(C(Cc2ccccc2)C(N)=O)=N1 (stereo not drawn)	-5	-2	1	-1	2	-2	3	3	-18	3
COc1ccc(CCNC(=O)CN2C(=O)COc3ccc(S(=O)(=O)N4CCCC4)cc32)cc1OC	-3	14	6	-5	-1	6	-1	-2	-6	-6
Cc1ccc(-n2ncc(C(=O)NC3CC3)c2C2CCN(C(=O)OC(C)(C)C)CC2)c(C)c1	-11	4	3	-4	0	3	-1	-1	10	5
COc1ccc(Cl)cc1S(=O)(=O)N1CCC(C(=O)NC2CC2)CC1	1	0	-5	-3	-4	0	0	-1	11	-12
CC(C)(C)c1cc(C(=O)N2CCc3ccccc3C2)ccn1	-15	-7	1	3	-2	-7	4	-2	8	-5
CCC(C)(C)NC(=O)C(c1ccc(F)cc1)N(CCOC)C(=O)CCC(=O)Nc1nccs1 (stereo not drawn)	-7	-6	7	-5	4	-4	7	2	-9	-12
Cc1nn(Cc2ccc(C(=O)N3c4ccc(F)cc4CCC3C)o2)c(C)c1Br (stereo not drawn)	2	3	6	2	0	0	2	-17	-10	-4
CC1=Nn2c(nnc2-c2ccccc2Cl)SC1	-4	3	-3	-1	-2	-9	-1	-2	-3	-8
CCCCn1c(N)c(N(CCOC)C(=O)CSCc2ccccc2C)c(=O)[nH]c1=O	5	-1	-7	-5	0	4	0	-5	8	-25
Cc1ccc(NC(=O)COC(=O)C(NS(=O)(=O)c2ccc(Cl)cc2)C(C)O)cc1 (stereo not drawn)	14	-3	5	6	-5	-2	1	1	2	8
CCOC(=O)N1CCN(S(=O)(=O)c2ccc(Br)s2)CC1	15	3	-1	-3	-2	0	1	-6	8	-2
CC(C)C(OC(=O)CCCC(=O)Nc1nccs1)C(=O)NC1CCCCC1 (stereo not drawn)	11	1	2	3	4	-4	3	3	0	6
N#CCCN(Cc1ccccc1)C(C(=O)NC1CCCCC1)c1ccnc2ccccc12 (stereo not drawn)	0	1	-10	3	2	-8	2	3	1	-1
CC(=O)c1ccc(S(=O)(=O)NCCC(=O)NC(C)c2ccncc2)cc1 (stereo not drawn)	-2	-5	-17	-6	-1	4	2	-6	6	-19
O=C(Cc1n[nH]c(=O)c2ccccc12)Nc1cccc(S(=O)(=O)N2CCCC2)c1	6	2	-4	-10	8	-2	3	-2	11	6
O=[N+]([O-])c1cc(S(=O)(=O)NCCCN2CCOCC2)ccc1Cl	0	4	8	-3	4	-3	4	-1	1	-3
O=C1NC(=O)/C(=C\c2ccc(OCc3cnc(Cl)s3)cc2)S1	-4	-6	6	0	-11	6	-1	-4	3	-11
COC(=O)CSc1nnc(CNC(=O)Cc2ccccc2)n1C	4	-1	0	-1	-2	1	0	0	-5	2
CS(=O)(=O)c1ccc2nc(NC(=O)CC3CCCC3)sc2c1	-3	2	8	-6	1	-4	-6	4	-1	4
CC(=O)Nc1ccc(S(=O)(=O)N(C)CC(=O)N2CCN(C(=O)c3ccco3)CC2)cc1	12	0	1	-1	-2	-1	3	-3	10	-3
Cc1ccc(C(=O)CCC(=O)N(C)CC(=O)Nc2ccccc2Br)cc1	4	-1	-4	-10	4	2	-1	-5	3	-6
O=C(NC(c1ccccc1)c1ccccc1)c1ccc(S(=O)(=O)C(F)F)cc1	-8	9	-2	-4	-4	1	0	-4	-11	4
Cc1oc(-c2cccc(Cl)c2)nc1CSCC(=O)O	-16	-3	6	0	-1	0	-1	-2	1	-13
NC(=O)c1ccc(SCC(=O)OCC(=O)N2CCN(C(=O)c3ccco3)CC2)c([N+](=O)[O-])c1	12	-6	0	-13	0	-2	-6	-9	2	-7
Cc1c(C(=O)c2ccc(F)cc2F)c2ccccn2c1CCc1ccccn1	-3	2	5	-335	11	1	-295	-68	0	-225
COc1ccc(NC(=O)c2nc3ccccc3s2)cc1	19	0	-5	-5	-9	-5	-8	3	2	4
Cc1ccc(NC(=O)CN2CCN(Cc3ccccc3)CC2)c(Br)c1	-3	-6	1	-24	-6	2	2	-1	-4	1
Cc1ccccc1C(=O)NC(=S)Nc1ccc(N2CCN(C(=O)c3ccccc3)CC2)cc1	11	2	1	-3	4	0	0	-5	11	-1
